Compound activity as filed in PubChem.
Hsp90 Hop PPI: changes Hsp90-Hop TPR2A binding signal, up or down; AlphaScreen TPR2A-His6 binding biotin-Hsp90 C-terminal peptide; Potency, µM (top dose mostly 57 µM), for the others: top-dose activity change, negative = inhibition; AID 595; 0.44% of 71,000 active; active = well fitted curve in either direction with a large enough effect; inconclusive = small, poorly fitted or top-dose-only effect, or another doubt; note: potency is the fitted concentration of half-maximal effect; % is set by controls: 0 for no effect and ±100 for the full control effect; many of its hits are not listed in these tables
GFP derepression: epigenetic GFP locus derepression in mouse cells | mouse C127i GFP locus derepression, cytometry, 30 h | Potency, µM (top dose mostly 46.1 µM), inactives show at the highest dose GFP derepression (activation) | 0.09% of 68,000 active | AID 597; note: % of control where 0% means no effect
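Murine C127i mammary cells carrying a silenced, stably integrated CMV-driven GFP reporter were treated with compound for 30 hours at 37 C. After PBS washes, GFP-positive cells were counted by laser-scanning microplate cytometry.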
Ub-GFP proteasome: inhibits proteasome, raising ubiquitin-GFP reporter fluorescence; Ubiquitin-GFP reporter cells, proteasome inhibition, GFP fluorescence; response scale: untreated = 0%, 10 µM MG-132 = 100%; Potency, µM (doses to about 45.9 µM), for the others: top-dose activation (GFP accumulation), most hits filed as activators; 67,000 tested, under 10 active; AID 526; active = well fitted activation curve with a large enough effect, not every such curve was filed as active; inconclusive = small, poorly fitted or top-dose-only effect, or another doubt; inactive = no such curve, though single readings can be large or run the other way; note: potency is the fitted concentration of half-maximal effect
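Proteasome block read as GFP accumulation: ubiquitin(G76V)-GFP U2OS cells exposed to compound (2.9 nM–46 uM) for 4 hr at 37 C. Normalization used untreated cells as 0% and 10 uM MG-132 as 100%; concentration-response curves fitted.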
BRCT inh green: blocks human BRCA1 BRCT binding to phosphopeptide, green readout. Potency, µM (titrated, usually from 76.9 µM), inactives show top-dose activity change, negative = inhibition, most hits filed as inhibitors. 0.05% of 75,000 active. BRCA1 BRCT-phosphopeptide binding, green fluorescence polarization. P38398;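 note: potency is the fitted concentration of half-maximal effect; plate controls were peptide without protein for full effect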
Target sequence (P38398 whole entry, looked up): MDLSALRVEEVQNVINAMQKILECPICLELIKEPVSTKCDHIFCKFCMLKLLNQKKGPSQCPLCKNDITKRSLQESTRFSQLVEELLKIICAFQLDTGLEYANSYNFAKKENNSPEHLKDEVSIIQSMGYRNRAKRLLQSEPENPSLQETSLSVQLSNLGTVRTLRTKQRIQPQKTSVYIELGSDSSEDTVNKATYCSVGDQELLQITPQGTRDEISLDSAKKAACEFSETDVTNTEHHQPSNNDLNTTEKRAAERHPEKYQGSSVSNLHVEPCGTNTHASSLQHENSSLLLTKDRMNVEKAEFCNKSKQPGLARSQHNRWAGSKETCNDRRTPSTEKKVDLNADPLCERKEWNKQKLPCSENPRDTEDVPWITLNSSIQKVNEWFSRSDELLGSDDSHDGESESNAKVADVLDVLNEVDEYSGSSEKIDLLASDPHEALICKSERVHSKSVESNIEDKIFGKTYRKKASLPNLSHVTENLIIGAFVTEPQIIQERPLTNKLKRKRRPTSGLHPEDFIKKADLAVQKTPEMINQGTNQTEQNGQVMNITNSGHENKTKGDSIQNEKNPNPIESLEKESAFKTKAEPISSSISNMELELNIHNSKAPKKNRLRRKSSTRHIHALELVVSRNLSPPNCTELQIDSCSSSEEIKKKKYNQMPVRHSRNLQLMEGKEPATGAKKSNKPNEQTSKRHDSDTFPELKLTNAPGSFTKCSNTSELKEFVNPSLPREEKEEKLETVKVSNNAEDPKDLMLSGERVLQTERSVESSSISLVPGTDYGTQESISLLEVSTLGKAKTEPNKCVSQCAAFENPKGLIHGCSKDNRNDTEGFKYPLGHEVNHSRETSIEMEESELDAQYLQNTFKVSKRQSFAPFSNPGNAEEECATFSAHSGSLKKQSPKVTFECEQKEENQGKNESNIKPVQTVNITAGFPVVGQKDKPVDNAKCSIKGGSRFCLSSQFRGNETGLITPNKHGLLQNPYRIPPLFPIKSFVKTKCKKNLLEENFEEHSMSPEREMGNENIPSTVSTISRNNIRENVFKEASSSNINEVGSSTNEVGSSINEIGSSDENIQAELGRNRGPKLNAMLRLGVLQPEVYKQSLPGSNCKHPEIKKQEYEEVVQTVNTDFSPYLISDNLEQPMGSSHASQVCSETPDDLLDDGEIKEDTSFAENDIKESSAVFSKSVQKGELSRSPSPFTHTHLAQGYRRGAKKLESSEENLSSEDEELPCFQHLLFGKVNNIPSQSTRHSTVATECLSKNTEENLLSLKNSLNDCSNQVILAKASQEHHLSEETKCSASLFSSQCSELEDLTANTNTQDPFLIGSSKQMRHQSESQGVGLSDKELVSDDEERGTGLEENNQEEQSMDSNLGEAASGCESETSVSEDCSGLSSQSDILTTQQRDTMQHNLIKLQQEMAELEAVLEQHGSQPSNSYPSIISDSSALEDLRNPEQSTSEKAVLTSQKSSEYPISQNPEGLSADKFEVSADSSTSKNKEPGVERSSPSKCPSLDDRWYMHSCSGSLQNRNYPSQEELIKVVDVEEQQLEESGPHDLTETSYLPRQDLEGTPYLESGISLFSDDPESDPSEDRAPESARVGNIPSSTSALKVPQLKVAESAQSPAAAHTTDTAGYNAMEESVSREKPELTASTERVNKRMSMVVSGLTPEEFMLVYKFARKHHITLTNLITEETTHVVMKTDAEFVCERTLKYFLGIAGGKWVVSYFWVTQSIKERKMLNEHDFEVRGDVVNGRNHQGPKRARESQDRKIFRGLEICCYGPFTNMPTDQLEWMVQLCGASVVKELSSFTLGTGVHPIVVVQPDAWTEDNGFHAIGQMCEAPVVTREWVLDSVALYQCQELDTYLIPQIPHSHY
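Fluorescence polarization: His-tagged BRCT (~35 kDa BRCA1 C-terminus, 250 nM) bound to 100 nM fluorescein-labeled phosphorylated 10-aa BACH1 peptide, pH 7.3 phosphate buffer with DTT and Tween 20. Compounds incubated 12 min at room temperature; inhibition read as lowered polarization.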
15-hLO inh: 15-hLO (ALOX15) enzyme inhibition; 1.4% of 74,000 active; purified 15hLO-1, xylenol orange hydroperoxide absorbance; AID 887; Potency, µM (series often up to 57.1 µM), for the others: top-dose activity change, negative = inhibition, actives largely listed as inhibitors; note: potency is the fitted concentration of half-maximal effect; % is set by controls: 0 for no effect and ±100 for the full control effect; nearly all actives have a fitted effect of over 55% in size
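Inhibition is scored from a chromogenic endpoint. After 15 min enzyme-compound contact, arachidonic acid (50 uM final) reacts 6 min with 40 nM 15hLO-1 at room temperature, then Fe-XO reagent is added for 30 min and absorbance ratio recorded.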
BRCT PPI red: inhibitors of human BRCA1 BRCT-phosphoprotein interaction (red fluorophore); 0.03% of 75,000 active; BRCT-phosphopeptide binding, red fluorescence polarization; P38398; Potency, µM (titrated, usually from 76.9 µM), inactives show top-dose activity change, negative = inhibition, hits mostly inhibitors; AID 892; note: % is set by controls: 0 for no effect and ±100 for the full control effect
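Rhodamine-labelled pBACH1 10-mer (100 nM) bound to BRCT domain (100 nM) at pH 7.3; compounds incubated 12 min room temperature, polarization read. Free peptide defines full inhibition; unlabelled decapeptide titrated as control.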
HBB splice mod: modulators of hemoglobin beta chain splicing | HBB splicing reporter cell assay, activation; EGFP reporter with mutant IVS2-654 intron; response scale: normalised to 500 nM splice-correcting PNA | Potency, µM (doses to about 46.1 µM), inactives show at the highest dose activation, hits mostly activators | AID 925 | 0.06% of 65,000 active; note: potency is the fitted concentration of half-maximal effect; 0% is about no effect
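Compounds were applied for 2 days to HeLa EGFP-654 cells, 500/well in Optimem with 2% FCS. The reporter's EGFP is disrupted by mis-splicing of beta-globin intron IVS2-654. Readout: summed well GFP fluorescence from 488 nm laser scanning; reference was 500 nM antisense […] 654 PNA.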
CRE-bla Fsk: CRE-bla signaling modulation under forskolin stimulation; 2.5% of 71,000 active; AID 662; CHO CRE-bla reporter (cAMP response element driving beta-lactamase), forskolin EC10, beta-lactamase ratio; Potency, µM (highest dose often 38.2 µM), without a hit: at the top dose activity change, negative = inhibition, most hits filed as activators; active = well fitted activation curve with a large enough effect in the signal ratio, with a control signal flat, not every such curve was filed as active; inconclusive = small, poorly fitted or top-dose-only effect, or effect the other way, or a change in a side signal; the % refers to the signal ratio; note: potency is the fitted concentration of half-maximal effect; % of control where 0% means no effect
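CRE-bla CHO cells stimulated with EC10 NKH 477 (water-soluble forskolin) and compound titrations, 3 h at 37C; beta-lactamase read with CCF4 after 2 h at room temperature. Activity from 460/530 nm emission ratio, AC50 values for positive or negative modulation.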
Pol III holo inh: blocks replication by bacterial DNA polymerase III holoenzyme; 0.25% of 71,000 active; reconstituted DNA polymerase III holoenzyme replication, biochemical; AID 603; Potency, µM (doses to about 57.1 µM), without a hit: at the highest dose activity change, negative = inhibition; note: potency is the fitted concentration of half-maximal effect; % is set by controls: 0 for no effect and ±100 for the full control effect
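Reconstituted *E. coli* holoenzyme (0.35 nM Pol III, 1 nM beta, 154 nM SSB, 2 nM primase) was preincubated with compound for 15 min at RT. Synthesis on 1.4 nM ssM13Gori ran 35 min, then was stopped with PicoGreen/EDTA and read as dsDNA fluorescence.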
HADH2 inh: blocks human hydroxyacyl-CoA dehydrogenase type II; recombinant HADH2, NADH fluorescence, beta-hydroxybutyryl-CoA; Q99714; AID 886; 3.4% of 73,000 active; Potency, µM (top dose mostly 57.1 µM), for inactives: at the top dose activity change, negative = inhibition, usual class: inhibitors; note: potency is the fitted concentration of half-maximal effect; % is set by controls: 0 for no effect and ±100 for the full control effect; nearly all actives have a fitted effect of over 60% in size; many of its hits are not listed in these tables
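20 nM HADH2 + cpd, 15 min RT; add 1 mM NAD+/90 uM beta-hydroxybutyryl-CoA; kinetic fluorescence 360/450 nm, 4 min. Tris-HCl pH 9.0, 0.01% Tween-20.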
USP2a inhib: USP2a (human) protease inhibition | USP2a enzymatic assay, qHTS inhibition | Potency, µM (series often up to 38.3 µM), for inactives: at the top dose activity change, negative = inhibition, usual class: inhibitors | 0.1% of 60,000 active | AID 927;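 note: potency is the fitted concentration of half-maximal effect; nearly all actives have a fitted effect of over 60% in size; plate controls were DMSO for no effect and NEM full inhibition control for full effect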
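USP2 core (20 nM final) was preincubated with compound for 30 min at RT in 20 mM Tris-HCl pH 8.0, 2 mM CaCl2, 2 mM beta-mercaptoethanol; Ub-PLA2 (20 nM) plus NBD C6-HPC (20 uM) then added, fluorescence read after 2.5 h.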
Active calls of the source: *; [ ] = dose if it differs, or a comment. Unless noted, calls come from the whole dose curve; as a rule, active = well fitted curve in the direction sought with a large enough effect; inconclusive = small, poorly fitted or top-dose-only effect, or another doubt; inactive = no such curve, though single readings can be large; an effect the other way counts as inactive or inconclusive. An excerpt (hit frequency here may not be typical).

What do the screens show for `CCOC(=O)N1CCC(NC(=O)c2cc(C(=O)Nc3ccc(OC)c(OC)c3)ccc2CO)CC1`?
Hsp90 Hop PPI: -3%; GFP derepression: 6%; Ub-GFP proteasome: 5%; BRCT inh green: -1.4%; 15-hLO inh: -5%; BRCT PPI red: 0.2%; HBB splice mod: -1.0%; CRE-bla Fsk: inconclusive; Pol III holo inh: -2%; HADH2 inh: 13%; USP2a inhib: 6%

How did O=C(CCCc1c[nH]c2ccccc12)N1CCOCC1 do in these assays?
Hsp90 Hop PPI: -5%; GFP derepression: -1%; Ub-GFP proteasome: -7%; BRCT inh green: 0.3%; 15-hLO inh: -21%; BRCT PPI red: 1.0%; HBB splice mod: -1.1%; CRE-bla Fsk: -5%; Pol III holo inh: 3%; HADH2 inh: -9%; USP2a inhib: -17%

How did O=C(O)c1cccc(S(=O)(=O)Nc2ccc3oc(=O)sc3c2)c1 do in these assays?
Hsp90 Hop PPI: -4%; GFP derepression: 1%; Ub-GFP proteasome: 4%; BRCT inh green: -1.3%; 15-hLO inh: -25%; BRCT PPI red: -0.4%; HBB splice mod: 0.2%; CRE-bla Fsk: 28%; Pol III holo inh: -8%; HADH2 inh: 0.63µM*; USP2a inhib: 0%

Results for NC(=O)COC(=O)c1ccc(Oc2ccccc2)cc1 ?
Hsp90 Hop PPI: -1%; GFP derepression: 1%; Ub-GFP proteasome: 14%; BRCT inh green: 0.3%; 15-hLO inh: -2%; BRCT PPI red: 0.7%; HBB splice mod: -0.5%; CRE-bla Fsk: 5%; Pol III holo inh: -2%; HADH2 inh: 9%; USP2a inhib: 4%

What do the screens show for `Cc1nnc(C)n1/N=C/c1ccc2c(c1)OCCO2`?
Hsp90 Hop PPI: 3%; GFP derepression: -2%; Ub-GFP proteasome: 0%; BRCT inh green: -1.4%; 15-hLO inh: 22%; BRCT PPI red: -1.8%; HBB splice mod: -0.1%[57.5 µM]; CRE-bla Fsk: inconclusive; Pol III holo inh: -4%; HADH2 inh: -2%; USP2a inhib: -3%

Results for CCOC(=O)CNC(=O)Cn1cnc2c(nnn2-c2ccc(F)cc2)c1=O ?
Hsp90 Hop PPI: -4%; GFP derepression: 0%; Ub-GFP proteasome: -5%; BRCT inh green: -1.1%; 15-hLO inh: 12%; BRCT PPI red: -0.7%; HBB splice mod: -0.7%; CRE-bla Fsk: -16%; Pol III holo inh: 0%; HADH2 inh: 7%; USP2a inhib: 0%

How did Cn1cnnc1SCC(=O)c1c[nH]c2ccccc12 do in these assays?
Hsp90 Hop PPI: 2%; GFP derepression: -1%; Ub-GFP proteasome: -1%; BRCT inh green: 0.3%; 15-hLO inh: 2%; BRCT PPI red: -4.8%; HBB splice mod: 0.3%[57.5 µM]; CRE-bla Fsk: -4%; Pol III holo inh: -5%; HADH2 inh: -15%; USP2a inhib: 5%

How did CCCCN(C(=O)NC(=O)C1=C(N2CCOCC2)/C(=C/c2ccccc2)CC1)S(C)(=O)=O do in these assays?
Hsp90 Hop PPI: -3%; GFP derepression: -1%; Ub-GFP proteasome: 6%; BRCT inh green: -2.0%; 15-hLO inh: -9%; BRCT PPI red: -1.7%; HBB splice mod: -0.6%[57.5 µM]; CRE-bla Fsk: inconclusive; Pol III holo inh: 3%; HADH2 inh: -9%; USP2a inhib: inconclusive

What do the screens show for `Nc1ncnc2nc(N3CCN(C(=O)c4ccccc4)CC3)[nH]c12`?
Hsp90 Hop PPI: 1%; GFP derepression: 4%; Ub-GFP proteasome: -5%; BRCT inh green: -3.7%; 15-hLO inh: 11%; BRCT PPI red: -0.6%; CRE-bla Fsk: 1%; Pol III holo inh: -8%; HADH2 inh: 5%; USP2a inhib: -3%

Results for O=c1c2[nH]c3ccccc3c2ncn1C1CCCCC1 ?
Hsp90 Hop PPI: -7%; GFP derepression: -2%; Ub-GFP proteasome: -4%; BRCT inh green: 0.9%; 15-hLO inh: -4%; BRCT PPI red: -0.4%; HBB splice mod: 0.3%[1.84 µM]; CRE-bla Fsk: inconclusive; Pol III holo inh: -6%; HADH2 inh: -9%; USP2a inhib: 3%

How did CCOc1ccc(OCC)c(NC(=O)CSc2nc3c(c(=O)n(C)c(=O)n3C)n2C)c1 do in these assays?
Hsp90 Hop PPI: -3%; GFP derepression: 1%; Ub-GFP proteasome: -2%; BRCT inh green: 1.7%; 15-hLO inh: 9%; BRCT PPI red: 0.1%; CRE-bla Fsk: 3%; Pol III holo inh: -6%; HADH2 inh: 13%; USP2a inhib: 3%

How did CCOC(=O)CCCNS(=O)(=O)c1c(C)ccc2nsnc12 do in these assays?
Hsp90 Hop PPI: inconclusive; GFP derepression: 0%; Ub-GFP proteasome: 0%; BRCT inh green: 0.6%; 15-hLO inh: 11%; BRCT PPI red: 1.5%; HBB splice mod: 0.2%[57.5 µM]; CRE-bla Fsk: 0%; Pol III holo inh: -5%; HADH2 inh: -3%

What do the screens show for `Cc1nc2ccccn2c1/C(O)=C1\C(=O)C(=O)N(CCCn2ccnc2)C1c1ccncc1` (configuration not stated)?
Hsp90 Hop PPI: -11%; GFP derepression: 1%; Ub-GFP proteasome: 4%; BRCT inh green: 0.4%; 15-hLO inh: 7%; BRCT PPI red: 0.4%; HBB splice mod: -0.1%; CRE-bla Fsk: 5%; Pol III holo inh: 5%; HADH2 inh: -15%; USP2a inhib: -5%

Results for CC(C)(C)n1ncc2c(=O)n(CC(=O)Nc3ccc4c(c3)OCO4)cnc21 ?
Hsp90 Hop PPI: -16%; GFP derepression: -2%; Ub-GFP proteasome: 6%; BRCT inh green: -1.4%; 15-hLO inh: 3%; BRCT PPI red: 1.1%; HBB splice mod: -0.3%; CRE-bla Fsk: inconclusive; Pol III holo inh: 2%; HADH2 inh: 3%; USP2a inhib: 11%

Results for CCOC(=O)N1CCN(C(=O)CNC(=O)Cc2ccc(Cl)cc2)CC1 ?
Hsp90 Hop PPI: -5%; GFP derepression: -3%; Ub-GFP proteasome: 6%; BRCT inh green: 0.7%; 15-hLO inh: -4%; BRCT PPI red: 0.9%; HBB splice mod: -1.5%; CRE-bla Fsk: 2%; Pol III holo inh: -1%; HADH2 inh: 4%; USP2a inhib: 5%

Results for CCCc1cc(C(=O)Nc2cccnc2)no1 ?
Hsp90 Hop PPI: -3%[2.3 µM]; Ub-GFP proteasome: 8%; BRCT inh green: -2.7%; 15-hLO inh: 2%; BRCT PPI red: -1.2%; HBB splice mod: 0.0%; CRE-bla Fsk: 2%; Pol III holo inh: 1%; HADH2 inh: -2%

How did O=C(c1ccncc1)c1nccn1-c1ccccn1 do in these assays?
Hsp90 Hop PPI: 0%; GFP derepression: 3%; Ub-GFP proteasome: 5%; BRCT inh green: -3.3%; 15-hLO inh: -3%; BRCT PPI red: -0.3%; HBB splice mod: 0.0%[57.5 µM]; CRE-bla Fsk: inconclusive; Pol III holo inh: 1%; HADH2 inh: 1%; USP2a inhib: -10%

A run of entries taken from the entries so far, as a working copy:
Results for CCCc1cc(C(=O)Nc2cccnc2)no1 ?
Hsp90 Hop PPI: -3%[2.3 µM]; Ub-GFP proteasome: 8%; BRCT inh green: -2.7%; 15-hLO inh: 2%; BRCT PPI red: -1.2%; HBB splice mod: 0.0%; CRE-bla Fsk: 2%; Pol III holo inh: 1%; HADH2 inh: -2%

How did O=C(c1ccncc1)c1nccn1-c1ccccn1 do in these assays?
Hsp90 Hop PPI: 0%; GFP derepression: 3%; Ub-GFP proteasome: 5%; BRCT inh green: -3.3%; 15-hLO inh: -3%; BRCT PPI red: -0.3%; HBB splice mod: 0.0%[57.5 µM]; CRE-bla Fsk: inconclusive; Pol III holo inh: 1%; HADH2 inh: 1%; USP2a inhib: -10%
